Source: PubChem
CF NFkB inh: blocks PAF-induced NF-kB reporter in cystic fibrosis cells. KKLEB NF-kB-GFP reporter, GFP fluorescence overnight. inhibition, % at 5 µM. hit rate 0.86% among 360,000;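 active = at least 50% inhibition at 5 µM, scaled per plate between neutral and stimulator controls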;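 note: PAF is a Pseudomonas aeruginosa culture filtrate used as stimulus; plate controls were PAF-stimulated DMSO wells for no effect and unstimulated DMSO wells for full effect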
KKLEB tox: reduces viability of KKLEB cystic fibrosis airway cells | KKLEB CF airway cells viability, ATPlite luminescence, overnight; hits give low values; cells stimulated with P. aeruginosa culture filtrate | hit rate 0.36% among 360,000 | activity change (cytotoxicity), % at 5 µM;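 active = corrected activity change at or below -50% at 5 µM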
Shn3 3UTR inh: Schnurri-3 reporter inhibition in Clone20 osteoblasts; Clone20 osteoblast Shn3 3'UTR firefly luciferase, 24 h; inhibition, % at 12.5 µM; hit rate 0.52% among 360,000;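 active = mean inhibition of at least 75% with every replicate also reaching 75%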;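 note: 0% = median of neutral control wells and 100% = pilot-screen positive control compound; some compounds past the cut are filed as inactive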
TROY signal inh: TROY signaling inhibition. inhibition, % at 10 µM. hit rate 0.98% among 360,000. Q293 LMP1-TROYcd NF-kB luciferase reporter, 4 h;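 active = compounds whose plate-normalised and pattern-corrected inhibition of the luciferase reporter signal at the single screening dose is 50% or more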
C8 TRAIL sens: caspase-8 TRAIL sensitization. NB7+C8 cells + TRAIL, ATPlite viability luminescence. AID 624354. hit rate 1% among 360,000. inhibition (viability loss, TRAIL sensitization), % at 10 µM;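 active = compounds causing at least 50% loss of cell viability in the single-dose screen, relative to plate controls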
EBV LMP1 NFkB: inhibitors of Epstein-Barr LMP1-induced NF-kappaB reporter | LMP1-induced NF-kappaB luciferase reporter cells, luminescence | inhibition, % at 12.5 µM | hit rate 0.69% among 350,000 | AID 504558; in the data active = inhibition above about 41%;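 note: 0% = neutral control wells and 100% = reference inhibitor control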
NR2F2 inh: inhibitors of human COUP-TFII (NR2F2); P24468; HEK293T NGFI-A luciferase reporter, luminescence; inhibition, % at 8.6 µM; hit rate 0.7% among 370,000;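 active = inhibition above a per-plate cutoff, mean inhibition of test wells between control levels plus 3 SD, cut at about 38% in these data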;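 note: cells cotransfected with COUP-TFII expression vector driving the NGFI-A reporter; 0% = median of COUP-TF2 test wells and 100% = reporter-only cells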
Target sequence (P24468 whole entry, looked up): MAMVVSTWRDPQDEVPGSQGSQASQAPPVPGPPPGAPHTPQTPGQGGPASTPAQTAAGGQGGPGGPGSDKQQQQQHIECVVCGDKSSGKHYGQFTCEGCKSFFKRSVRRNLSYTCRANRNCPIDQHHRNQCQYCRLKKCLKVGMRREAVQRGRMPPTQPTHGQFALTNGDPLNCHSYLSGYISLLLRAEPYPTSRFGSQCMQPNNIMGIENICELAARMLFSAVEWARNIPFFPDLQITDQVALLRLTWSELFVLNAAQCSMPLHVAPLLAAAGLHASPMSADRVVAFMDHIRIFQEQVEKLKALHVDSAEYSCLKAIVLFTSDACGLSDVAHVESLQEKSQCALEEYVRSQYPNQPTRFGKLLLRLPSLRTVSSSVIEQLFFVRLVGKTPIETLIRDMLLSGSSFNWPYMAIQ
TWEAK-Fn14 inh: TWEAK-Fn14 signaling inhibition | TWEAK-stimulated Fn14 reporter cells, luciferase luminescence, 8 h | inhibition, % at 10 µM | hit rate 2% among 360,000 | AID 1159606; in the data active = inhibition above about 50%
NCOA1 inh: human NCOA1 inhibition | Q15788 | HEK293 GAL4-SRC1 luciferase reporter, luminescence | inhibition, % at 3.6 µM | hit rate 0.12% among 360,000 | AID 588354;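 active = inhibition above the campaign mean plus 3 SD, with each screening campaign given its own cutoff, cut at about 60% in these data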;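 note: 0% = DMSO treated cells and 100% = gossypol at 36 µM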
NR5A2 inv ag: suppresses constitutive activity of human LRH-1; O00482; HEK293T StAR-luciferase reporter, LRH-1 transfected, 24 h; inhibition, % at 3.6 µM; hit rate 0.13% among 360,000;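 active = inhibition above the mean inhibition of all tested compounds plus 3 SD, cut at about 73% in these data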;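 note: 0% = DMSO wells and 100% = reporter-only cells lacking LRH-1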
Target sequence (O00482 whole entry, looked up): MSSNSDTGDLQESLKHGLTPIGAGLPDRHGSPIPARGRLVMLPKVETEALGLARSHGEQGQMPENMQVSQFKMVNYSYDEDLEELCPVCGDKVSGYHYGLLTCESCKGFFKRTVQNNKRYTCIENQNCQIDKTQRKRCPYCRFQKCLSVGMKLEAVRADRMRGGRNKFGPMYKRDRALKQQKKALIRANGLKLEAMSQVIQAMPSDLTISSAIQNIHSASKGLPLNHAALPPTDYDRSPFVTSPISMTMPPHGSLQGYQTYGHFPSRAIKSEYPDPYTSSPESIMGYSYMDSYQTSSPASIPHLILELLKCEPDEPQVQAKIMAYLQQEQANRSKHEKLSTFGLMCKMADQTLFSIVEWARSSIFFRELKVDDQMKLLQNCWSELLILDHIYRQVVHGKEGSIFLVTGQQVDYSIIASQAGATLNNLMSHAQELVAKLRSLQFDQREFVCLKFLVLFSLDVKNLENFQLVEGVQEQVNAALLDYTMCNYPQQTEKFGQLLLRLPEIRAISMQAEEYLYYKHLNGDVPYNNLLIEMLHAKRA
SRC3 inh: human NCOA3 inhibition; Q9Y6Q9; HEK293 GAL4-SRC3 luciferase reporter, luminescence; inhibition, % at 3.6 µM; hit rate 0.17% among 360,000;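 active = inhibition above a per-campaign cutoff, the mean of all compounds plus 3 SD, cut at about 60% in these data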;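 note: 0% = DMSO-treated cells and 100% = gossypol-treated cells at 36 µM; higher means less SRC3-driven luciferase light from the GAL4 reporter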
Active calls of the source: *; nt = not tested or not shown. Not all compounds are listed (hit frequency here may not be typical).

No.	SMILES	CF NFkB inh	KKLEB tox	Shn3 3UTR inh	TROY signal inh	C8 TRAIL sens	EBV LMP1 NFkB
1	COc1ccc(N2CCN(C3CCCCC3NS(=O)(=O)c3ccc(Cl)cc3)CC2)cc1 (stereo not drawn)	-13	-5	35	5	-3	-2
2	CC1CCN(C(=O)c2ccc(NS(=O)(=O)c3ccccc3)cc2)CC1	17	-12	0	-12	-1	1
3	O=C(N/N=C/c1ccc([N+](=O)[O-])o1)c1ccc2c(c1)OCO2	-5	-2	24	-10	18	0
4	CC1CCc2sc(C(=O)NNS(=O)(=O)c3ccc(F)c(F)c3F)cc2C1 (stereo not drawn)	30	-29	8	-7	2	-3
5	Clc1cccc(CSc2nnc(-c3sccc3-n3cccc3)o2)c1	10	4	7	-3	-17	2
6	CCOC(=O)[C@@H]1[C@H]2COc3cc(OC)ccc3[C@H]2N2C(=O)N(c3ccc(F)cc3)C(=O)[C@]12C	14	0	19	11	-1	32
7	CCOC(=O)C1CCN(C(=O)C(CCSC)NC(=O)c2ccccc2OC)CC1 (stereo not drawn)	6	-5	-1	7	-10	-8
8	COc1ccc(Nc2nc(N)nc(CSc3nccn3C)n2)cc1	3	2	-83	-21	8	-2
9	CCCCOc1ccc(C(=O)NCC(=O)N2CC=C(c3ccccc3)CC2)cc1	12	-3	-9	0	14	10
10	Cc1cccc(NC2=NC(C)(C)N=C(N)N2)c1C	-5	4	-8	1	-7	3
11	O=C(COC(=O)c1ccccn1)NC12CC3CC(CC(C3)C1)C2	-13	16	7	-53	-3	1
12	CC(C)c1ccc(C(=O)N/N=C/c2cccc(Cl)c2Cl)cc1	12	-8	-35	-41	11	-9
13	C/C=C/c1ccc(OCC(=O)OCC(=O)NC2CC2)c(OC)c1	-2	4	-3	-2	-5	-8
14	CCN(Cc1ccccc1)C(=O)CN1C(=O)c2ccccc2C1=O	-25	9	0	-9	5	7
15	Cc1ccc(C(=O)N2CCN(c3ncccn3)CC2)cc1S(=O)(=O)N1CCCCC1	-6	-1	2	-9	-14	-4

No.	NR2F2 inh	TWEAK-Fn14 inh	NCOA1 inh	NR5A2 inv ag	SRC3 inh
1	-28	-4	0	-2	15
2	10	-17	-4	5	-13
3	54*	-14	-36	48	-17
4	5	-5	-9	5	16
5	9	23	-3	-19	20
6	nt	-8	-15	2	6
7	14	-8	-5	2	-9
8	-37	24	-80	-118	-75
9	15	11	-13	-4	-10
10	-12	-7	2	15	1
11	-2	1	3	-5	-1
12	9	0	-26	3	-27
13	-3	-4	-2	2	4
14	-12	10	-3	-1	-2
15	0	-11	-9	-13	5

Record cards, from the list above.
Cc1ccc(C(=O)N2CCN(c3ncccn3)CC2)cc1S(=O)(=O)N1CCCCC1 across the screens: CF NFkB inh = -6; KKLEB tox = -1; Shn3 3UTR inh = 2; TROY signal inh = -9; C8 TRAIL sens = -14; EBV LMP1 NFkB = -4; NR2F2 inh = 0; TWEAK-Fn14 inh = -11; NCOA1 inh = -9; NR5A2 inv ag = -13; SRC3 inh = 5
COc1ccc(Nc2nc(N)nc(CSc3nccn3C)n2)cc1 across the screens: CF NFkB inh = 3; KKLEB tox = 2; Shn3 3UTR inh = -83; TROY signal inh = -21; C8 TRAIL sens = 8; EBV LMP1 NFkB = -2; NR2F2 inh = -37; TWEAK-Fn14 inh = 24; NCOA1 inh = -80; NR5A2 inv ag = -118; SRC3 inh = -75

(listing goes on)
No.	SMILES	CF NFkB inh	KKLEB tox	Shn3 3UTR inh	TROY signal inh	C8 TRAIL sens	EBV LMP1 NFkB
16	COCCNC(=O)CN(c1ccc(C)cc1)S(=O)(=O)c1ccccc1	-8	6	-9	6	5	-4
17	CCOC(=O)C1(C)CCN1C(=O)c1cccnc1Oc1ccccc1 (stereo not drawn)	-21	4	1	-6	0	nt
18	Cc1ccn2c(C=O)c(-c3ccc(F)cc3)c(C=O)c2c1	-7	-11	-3	4	1	-10
19	COc1ccc2c(c1)[C@@H]1[C@H](CO2)[C@H](c2ccccc2)[C@]2(C)C(=O)NCC(=O)N12	8	-20	14	0	2	-11
20	Cc1ccc(NC(=S)NC(=O)C2CC2)cc1Cl	-14	-9	-44	-88	-2	-14
21	Oc1c(C=NCc2ccccc2)sc2ccccc12	0	3	-22	14	8	-12
22	COCCCN1C(=O)C(=O)/C(=C(/O)c2ccccc2)C1c1ccc2c(c1)OCO2 (stereo not drawn)	-16	4	-23	-33	-9	-6
23	COC(=O)c1ccc(NC(=O)c2ccc(N(C)S(C)(=O)=O)cc2)cc1	2	7	-1	26	-2	6
24	Cc1ccc(SCCC(=O)Nc2c(C)n(C)n(-c3ccccc3)c2=O)cc1	-6	9	-7	2	-11	0
25	CC1(C)CN=C(N(Cc2ccccc2)C(=O)Nc2ccccc2)S1	-18	-12	-21	10	9	-4
26	Cc1cc(NC(=O)CCC(=O)N(CC(=O)NC2CCCC2)c2ccccc2)no1	7	-5	-11	6	-4	-5
27	CCOc1cc(C(=O)Nc2c3c(nn2C(C)(C)C)CS(=O)C3)cc(OCC)c1OCC (stereo not drawn)	3	-5	nt	-8	1	-8
28	CC(=O)c1ccc(S(=O)(=O)NCCc2csc(-c3cccnc3)n2)cc1	11	-3	-11	7	-5	3
29	CCN(CC(=O)Nc1ccc(NC(C)=O)cc1)C(=O)c1cccc(S(=O)(=O)N2CCCC2)c1	8	-14	5	-1	4	1
30	COc1cc([N+](=O)[O-])ccc1NC(=O)CCS(=O)(=O)c1ccc2c(c1)n(C)c(=O)c(=O)n2C	9	-13	-3	-21	-26	6

No.	NR2F2 inh	TWEAK-Fn14 inh	NCOA1 inh	NR5A2 inv ag	SRC3 inh
16	3	19	6	-12	12
17	5	7	-14	19	-3
18	-4	-46	-15	17	-20
19	-8	-24	10	-12	14
20	-9	-2	-28	-18	-15
21	-38	11	-68	-37	-66
22	-28	-10	-1	-7	-12
23	34	13	5	10	0
24	7	-1	-3	-15	6
25	-8	25	-27	-2	7
26	3	-62	-19	8	-25
27	-30	-3	4	15	10
28	-6	-10	-11	-3	12
29	4	-7	-10	1	5
30	-8	-31	-20	9	-1

Continued.
No.	SMILES	CF NFkB inh	KKLEB tox	Shn3 3UTR inh	TROY signal inh	C8 TRAIL sens	EBV LMP1 NFkB
31	CC[C@]12c3[nH]c4ccc(OC)cc4c3CCN1C(=O)C(CC(=O)NCC13CC4CC(CC(C4)C1)C3)C[C@@H]2C(=O)N1CCN(C(=O)c2ccco2)CC1 (stereo partly drawn)	10	-5	19	11	6	4
32	Cc1ccc(-c2c(CC(=O)O)c(C)nc3sc4c(c23)CCCC4)cc1	-13	10	-8	-30	1	-9
33	CCc1ccc(NC(=O)C2CC(=O)N(C(C)C)C2)cc1 (stereo not drawn)	2	9	-8	-17	5	-3
34	COc1ccc(Nc2nnc(SCc3cn4c(C)cccc4n3)s2)cc1	17	-2	2	5	-17	16
35	O=c1cc(COc2ccc(Cl)c(Cl)c2)nc2sccn12	-2	-1	-66	-33	-7	-12
36	COc1cc2c(c3oc(=O)cc(CC(=O)O)c13)CCC(C)(C)O2	21	-13	9	-34	4	6
37	Cc1cc(C)c(S(=O)(=O)NCC2CCC(C(=O)NCc3ccc4c(c3)OCO4)CC2)c(C)c1 (stereo not drawn)	4	-4	33	15	-7	4
38	Cc1nn(C)cc1CNC(=O)C1CCC(=O)N(CC2CCCCC2)C1 (stereo not drawn)	8	-5	-5	10	4	-2
39	CCOc1ccc(NC(=O)CC2C(=O)N(C)C(=S)N2Cc2ccc3c(c2)OCO3)cc1 (stereo not drawn)	-18	11	7	-51	-3	-3
40	O=C(CSc1nnnn1-c1cccc(F)c1)NC1CCCCC1	16	2	-23	-9	-3	-6
41	CCC1CCc2[nH]nc(C(=O)O)c2C1 (stereo not drawn)	11	-1	4	4	-1	-2
42	CC(C)(C)CN1CCNC(=O)C1CC(=O)N1CCOc2ccccc2C1 (stereo not drawn)	0	5	-6	-4	-2	-6
43	COC(=O)Cc1c(C)c2ccc(O)c(CN3CCCC(C)C3)c2oc1=O (stereo not drawn)	-6	-11	3	2	10	-9
44	Cc1ccc(C2(CCN)CCOC(C(C)C)C2)cc1 (stereo not drawn)	5	3	-25	23	4	7
45	CN(C)/C=N/NC(=O)c1ccc(Cl)cc1	-13	11	7	5	-14	-3

No.	NR2F2 inh	TWEAK-Fn14 inh	NCOA1 inh	NR5A2 inv ag	SRC3 inh
31	nt	9	7	2	2
32	2	9	13	-7	5
33	-6	-14	-3	-10	2
34	9	7	-2	-22	15
35	-25	-44	-18	-6	-1
36	-1	3	-6	10	-7
37	4	7	8	10	2
38	-9	-3	2	-6	-13
39	2	-17	2	40	-5
40	1	7	8	-15	-3
41	-17	5	6	-4	4
42	9	-1	2	12	13
43	-3	-4	-1	6	-14
44	-10	6	2	-11	9
45	10	7	-21	-13	9

With a hit mark in NR2F2 inh (from the list above):
nr	compound	CF NFkB inh	Shn3 3UTR inh	EBV LMP1 NFkB	NR2F2 inh	TWEAK-Fn14 inh	NCOA1 inh	NR5A2 inv ag	SRC3 inh
3	O=C(N/N=C/c1ccc([N+](=O)[O-])o1)c1ccc2c(c1)OCO2	-5	24	0	54*	-14	-36	48	-17

Other results:
No.	SMILES	CF NFkB inh	KKLEB tox	Shn3 3UTR inh	TROY signal inh	C8 TRAIL sens	EBV LMP1 NFkB
46	CN(C)CCn1nnnc1SCC1=C(C(=O)O)N2C(=O)[C@@H](NC(=O)Cc3csc(N)n3)[C@H]2SC1	8	-1	-25	-15	-7	-1
47	CCOC(=O)c1ccoc1CSCC(=O)N1CCN(S(=O)(=O)c2ccc(C)cc2)CC1	4	1	10	6	-9	5
48	CCCN=C1N(CC)C[C@@H]2[C@@H]3C(=O)N(Cc4ccccc4)C(=O)[C@@H]3[C@](Cc3ccccc3)(C(=O)OC)N12	7	5	-31	-3	-3	4
49	CCCCOc1ccc(CSCCN)cc1Cl	15	-10	33	-47	-3	-8

No.	NR2F2 inh	TWEAK-Fn14 inh	NCOA1 inh	NR5A2 inv ag	SRC3 inh
46	-3	15	-13	17	-2
47	17	-1	4	2	-29
48	8	5	-17	12	0
49	22	2	-25	-45	-31
